Source: PubChem BioAssay (several laboratories)
TRAIL sens C8 – sensitizes caspase-8 expressing cells to TRAIL; AID 624354; 1% of 360,000 active; NB7+C8 cells + TRAIL, ATPlite viability luminescence; inhibition (viability loss, TRAIL sensitization), % at 10 µM;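 active = compounds causing at least 50% loss of cell viability in the single-dose screen, relative to plate controls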
COUP-TFII inh – blocks human COUP-TFII nuclear receptor. P24468. HEK293T NGFI-A luciferase reporter, luminescence. inhibition, % at 8.6 µM. 0.7% of 370,000 active. AID 686940;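 active = inhibition above a per-plate cutoff, mean inhibition of test wells between control levels plus 3 SD, cut at about 38% in these data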;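 note: cells cotransfected with COUP-TFII expression vector driving the NGFI-A reporter; 0% = median of COUP-TF2 test wells and 100% = reporter-only cells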
TWEAK Fn14 block – blocks TWEAK-Fn14 interaction in a reporter cell assay; inhibition, % at 10 µM; TWEAK-stimulated Fn14 reporter cells, luciferase luminescence, 8 h; AID 1159606; 2% of 360,000 active; in the data active = inhibition above about 50%
TROY NFkB inh – TROY signaling inhibition; 0.98% of 360,000 active; inhibition, % at 10 µM; Q293 LMP1-TROYcd NF-kB luciferase reporter, 4 h; AID 1347056;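 active = compounds whose plate-normalised and pattern-corrected inhibition of the luciferase reporter signal at the single screening dose is 50% or more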
KKLEB cytotox – reduces viability of KKLEB cystic fibrosis airway cells. KKLEB CF airway cells viability, ATPlite luminescence, overnight; active compounds read low; cells stimulated with P. aeruginosa culture filtrate. activity change (cytotoxicity), % at 5 µM. 0.36% of 360,000 active;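 active = corrected activity change at or below -50% at 5 µM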
LMP1 NFkB inh – reduces LMP1-driven NF-kappaB luciferase signal; AID 504558; 0.69% of 350,000 active; LMP1-induced NF-kappaB luciferase reporter cells, luminescence; inhibition, % at 12.5 µM; in the data active = inhibition above about 41%;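 note: 0% = neutral control wells and 100% = reference inhibitor control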
Shn3 inh set2 – reduces Shn3 3'UTR luciferase signal in osteoblasts. Clone20 osteoblast Shn3 3'UTR firefly luciferase, 24 h. inhibition, % at 12.5 µM. 0.52% of 360,000 active. AID 588674;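 active = mean inhibition of at least 75% with every replicate also reaching 75%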;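 note: 0% = median of neutral control wells and 100% = pilot-screen positive control compound; some compounds past the cut are filed as inactive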
CF NFkB block – blocks PAF-induced NF-kB reporter in cystic fibrosis cells | KKLEB NF-kB-GFP reporter, GFP fluorescence overnight | inhibition, % at 5 µM | 0.86% of 360,000 active | AID 588850;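 active = at least 50% inhibition at 5 µM, scaled per plate between neutral and stimulator controls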;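 note: PAF is a Pseudomonas aeruginosa culture filtrate used as stimulus; plate controls were PAF-stimulated DMSO wells for no effect and unstimulated DMSO wells for full effect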
NCOA3 inh – human NCOA3 inhibition; HEK293 GAL4-SRC3 luciferase reporter, luminescence; inhibition, % at 3.6 µM; 0.17% of 360,000 active; AID 588352;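 active = inhibition above a per-campaign cutoff, the mean of all compounds plus 3 SD, cut at about 60% in these data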;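 note: 0% = DMSO-treated cells and 100% = gossypol-treated cells at 36 µM; higher means less SRC3-driven luciferase light from the GAL4 reporter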
Target sequence (Q9Y6Q9 whole entry, looked up, the tested form may be a part): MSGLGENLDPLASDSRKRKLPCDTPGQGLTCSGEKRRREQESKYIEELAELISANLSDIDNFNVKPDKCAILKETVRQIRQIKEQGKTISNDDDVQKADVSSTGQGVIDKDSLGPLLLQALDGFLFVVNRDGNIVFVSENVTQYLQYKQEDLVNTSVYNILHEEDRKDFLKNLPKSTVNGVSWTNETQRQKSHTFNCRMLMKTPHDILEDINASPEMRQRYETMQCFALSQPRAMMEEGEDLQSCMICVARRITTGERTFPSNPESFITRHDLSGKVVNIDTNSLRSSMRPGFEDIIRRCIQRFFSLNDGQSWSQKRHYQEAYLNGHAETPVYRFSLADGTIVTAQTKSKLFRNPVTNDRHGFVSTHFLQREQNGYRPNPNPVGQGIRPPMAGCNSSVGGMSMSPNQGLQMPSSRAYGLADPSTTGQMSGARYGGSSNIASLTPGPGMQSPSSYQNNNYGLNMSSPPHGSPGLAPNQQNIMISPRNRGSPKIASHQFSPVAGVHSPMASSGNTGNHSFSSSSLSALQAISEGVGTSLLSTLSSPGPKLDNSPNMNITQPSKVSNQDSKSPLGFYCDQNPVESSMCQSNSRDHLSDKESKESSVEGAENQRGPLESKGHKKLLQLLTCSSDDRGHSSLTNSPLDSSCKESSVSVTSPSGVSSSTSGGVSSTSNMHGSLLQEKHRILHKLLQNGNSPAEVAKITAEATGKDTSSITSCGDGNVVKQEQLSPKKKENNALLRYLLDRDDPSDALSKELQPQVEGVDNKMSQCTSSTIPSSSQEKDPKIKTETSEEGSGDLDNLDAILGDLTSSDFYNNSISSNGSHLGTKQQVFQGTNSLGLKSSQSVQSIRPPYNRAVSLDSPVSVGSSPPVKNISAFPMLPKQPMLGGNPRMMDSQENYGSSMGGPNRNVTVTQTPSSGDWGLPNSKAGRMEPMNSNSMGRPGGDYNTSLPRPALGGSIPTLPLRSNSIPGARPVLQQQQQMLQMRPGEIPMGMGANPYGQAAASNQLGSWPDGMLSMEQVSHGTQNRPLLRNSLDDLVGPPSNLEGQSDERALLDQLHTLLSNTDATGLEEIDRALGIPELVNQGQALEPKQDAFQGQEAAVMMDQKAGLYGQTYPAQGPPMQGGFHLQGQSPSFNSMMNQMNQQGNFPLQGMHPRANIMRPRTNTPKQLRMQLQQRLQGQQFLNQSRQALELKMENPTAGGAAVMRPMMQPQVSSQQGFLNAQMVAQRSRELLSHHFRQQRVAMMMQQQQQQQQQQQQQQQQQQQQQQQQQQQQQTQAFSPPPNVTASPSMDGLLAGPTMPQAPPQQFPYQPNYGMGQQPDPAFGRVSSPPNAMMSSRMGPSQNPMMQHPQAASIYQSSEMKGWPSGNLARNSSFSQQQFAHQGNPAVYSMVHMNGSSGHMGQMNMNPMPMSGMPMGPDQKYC
LRH-1 inv ag – NR5A2 inverse agonism in reporter assay | O00482 | HEK293T StAR-luciferase reporter, LRH-1 transfected, 24 h | inhibition, % at 3.6 µM | 0.13% of 360,000 active;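 active = inhibition above the mean inhibition of all tested compounds plus 3 SD, cut at about 73% in these data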;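 note: 0% = DMSO wells and 100% = reporter-only cells lacking LRH-1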
NCOA1 inh – inhibitors of human steroid receptor coactivator 1 (SRC1) | 0.12% of 360,000 active | Q15788 | HEK293 GAL4-SRC1 luciferase reporter, luminescence | AID 588354 | inhibition, % at 3.6 µM;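 active = inhibition above the campaign mean plus 3 SD, with each screening campaign given its own cutoff, cut at about 60% in these data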;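 note: 0% = DMSO treated cells and 100% = gossypol at 36 µM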
Active calls of the source: *; x = no result given.

SMILES | TRAIL sens C8 | COUP-TFII inh | TWEAK Fn14 block | TROY NFkB inh | KKLEB cytotox | LMP1 NFkB inh | Shn3 inh set2 | CF NFkB block | NCOA3 inh | LRH-1 inv ag | NCOA1 inh
O=C(CCS(=O)(=O)c1ccccc1)Nc1cccc(-c2nc3ccccc3s2)c1 | 54* | -51 | 87* | 57* | 26 | -88 | -19 | -88 | -75 | -220 | -75
CC12CCC(C(=O)NC3CCCC3)(CC1=O)C2(C)C (stereo not given) | 6 | -6 | -5 | 16 | 8 | -2 | 3 | 6 | 5 | 0 | -10
CCc1ccc(NC(=O)C(C)OC(=O)Cn2[nH]c(=O)c3ccccc3c2=O)cc1 (stereo not given) | 9 | -14 | -12 | -3 | -5 | -7 | -22 | -16 | -5 | -13 | 6
C=COc1ccc(N2C(=O)c3ccccc3OC2C)cc1 (stereo not given) | 7 | 0 | 4 | 0 | 2 | -7 | 0 | -12 | -10 | 3 | 6
O=S(=O)(/N=C(\c1ccc(F)cc1)N1CCOCC1)c1ccccc1 | 10 | -7 | -2 | -9 | 11 | 3 | 5 | -43 | 14 | -19 | -2
Cc1cccc2c1nc(-c1ccccc1)n1nnnc21 | 25 | 6 | 1 | -24 | 6 | -7 | 4 | -37 | -3 | 15 | 3
CCc1nc2ccc(C(=O)NCCCN3CCCC3=O)cn2c1N(C=O)CC | 7 | -7 | 6 | -2 | -4 | x | -32 | -3 | 4 | 26 | 14
O=C(CCCCCN1C(=O)CCC1=O)NCc1ccccc1 | -7 | -4 | -18 | -24 | 8 | 6 | -18 | 7 | 2 | 31 | -12
CCOc1ncccc1C(=O)OCC(=O)Nc1nnc(-c2ccccc2)o1 | 9 | 6 | 2 | -21 | -7 | 1 | 9 | 1 | -1 | -3 | -9
CCc1cccc(CC)c1NC(=O)COC(=O)C1(C)CC1(Cl)Cl (stereo not given) | 0 | 6 | -8 | 9 | 22 | -3 | -4 | -2 | 4 | 11 | -9
COc1ccc(C(=O)OCC(=O)c2ccc(S(=O)(=O)N3CCCCC3)cc2)c(OC)c1 | 2 | 20 | -13 | -6 | -2 | -11 | 4 | -8 | -19 | 0 | -19
CCN(CC)C(=O)Oc1ccc(Cl)c2ccccc12 | 4 | -12 | -6 | -19 | 1 | 0 | 7 | 8 | 12 | 20 | 15
Cc1sc(N2CCN(S(=O)(=O)c3ccc4c(c3)NC(=O)CO4)CC2)nc1-c1ccccc1 | 4 | 10 | 5 | 13 | -3 | -3 | 32 | -2 | 2 | 9 | 6
CCN(CC)C(=S)NC(=O)c1cc(OC)c(OC)c(OC)c1 | 3 | -6 | -12 | -3 | 2 | 6 | 6 | 8 | 2 | 9 | 6
Cn1c(C(C(=O)NCC2CCCO2)N(C(=O)Cn2nnc3ccccc32)C2CCCCC2)nc2ccccc21 (stereo not given) | -10 | -9 | 10 | 0 | 6 | 16 | -31 | 3 | 3 | 17 | -14
CC(C)c1ccc(OCC(O)CN2CCCC2)cc1 (stereo not given) | 7 | -7 | -2 | 13 | -3 | -21 | -23 | 6 | 13 | -9 | 16
Cc1cccc(OCC(O)CN2CCN(S(=O)(=O)c3ccc(C)cc3C)CC2)c1 (stereo not given) | -9 | 11 | 39 | 20 | 2 | 1 | 38 | -17 | 4 | 0 | 8
COc1ccc(CN2CCN(S(=O)(=O)c3ccc(NC(C)=O)cc3)CC2)cc1 | -20 | 20 | 4 | 16 | 4 | 0 | -4 | -16 | 17 | 20 | 12
CN(C(=O)COn1nnc2ccc(S(=O)(=O)N3CCOCC3)cc21)c1ccccc1 | 9 | -13 | 5 | -5 | 3 | -8 | -56 | -5 | -20 | -2 | 18
CN(C(=O)COC(=O)c1ccc([N+](=O)[O-])cc1)c1ccccc1 | 5 | -5 | -29 | 0 | -2 | 4 | 15 | 6 | 1 | 12 | -30
C/C(=N\Nc1ccc([N+](=O)[O-])cc1)c1ccco1 | 0 | -56 | -31 | -60 | -2 | -19 | -130 | -22 | -59 | -65 | -71
CCCOC(c1ccccc1)(c1ccc(C(F)(F)F)cc1)C(Oc1nc(C)cc(C)n1)C(=O)O (stereo not given) | -4 | 32 | 61* | 27 | 0 | 43* | 26 | -6 | 71* | 81* | 61*
C/C(=N\Nc1ccc(Cl)c(Cl)c1)c1ccc(-n2ccnc2)cc1 | 25 | -10 | -3 | 34 | -8 | 0 | -2 | -30 | 2 | 0 | 8
CCOC(=O)N1CCN(c2c(N3CCOCC3)c(=O)c2=O)CC1 | -2 | -6 | 4 | -8 | -15 | -7 | -4 | 3 | 3 | 14 | 17
COc1ccc(CC(=O)NCCS(=O)(=O)N2CCN(c3ccccc3)CC2)cc1OC | -10 | 12 | 3 | -18 | -9 | 18 | 8 | 5 | 13 | -1 | -6
CCC(C)[C@H]1CNCCN1CCCc1cc(OC)c(OC)c(OC)c1 (stereo not given in full) | 2 | 12 | -13 | 11 | -7 | 1 | -11 | 5 | -18 | 6 | 1
O=C(O)c1sccc1OCc1ccccc1 | -10 | 3 | 7 | -3 | -1 | -2 | 51 | 12 | 2 | 14 | -44
O=C(Nc1c2c(nn1-c1ccccc1)CS(=O)C2)c1ccc(Br)o1 (stereo not given) | 10 | -7 | -7 | 18 | 12 | 2 | -11 | 15 | 15 | -4 | -19
OCCCc1nc2n(n1)C(c1ccccc1)C=C(c1ccccc1)N2 (stereo not given) | -25 | x | -17 | -2 | -10 | 9 | -2 | -14 | -19 | -8 | -4
Cc1ccc(C(=O)OCC(=O)N2CCC(C)CC2)cc1S(=O)(=O)N1CCCCC1 | 2 | 4 | -7 | -10 | -7 | 5 | 8 | 13 | -2 | 16 | -10
CN(Cc1nccn1C)C(=O)CC1C(=O)NCCN1Cc1ccccc1C(F)(F)F (stereo not given) | -2 | -10 | 35 | -7 | -2 | 0 | -19 | 10 | 17 | -16 | 8
CCN(C(=O)CSc1cccc[n+]1[O-])C1CCCCC1 | -16 | 8 | -13 | -21 | 4 | 2 | -13 | -7 | 2 | -11 | 9
CC(=O)Nc1ccc(C2=NNC(=Nc3cccc(S(=O)(=O)N(C)C)c3)SC2)cc1 | -12 | x | 62* | 17 | 18 | 4 | 9 | 6 | 0 | 13 | -76
O=C(Nc1nc2ccccc2s1)C1CCCO1 (stereo not given) | 2 | -31 | 15 | -27 | -9 | -7 | -48 | 20 | -75 | -153 | -71
Cc1ccc(C)c(OCC(=O)NC(Cc2c[nH]c3ccccc23)C(=O)O)c1 (stereo not given) | 2 | 2 | 16 | -10 | 7 | -2 | -11 | 0 | 5 | -9 | 8
O=C(NCc1cccnc1)C(=O)NCC(c1ccco1)N1CCN(c2ccccc2)CC1 (stereo not given) | 7 | 6 | -4 | 8 | 6 | 6 | -36 | -1 | 16 | -7 | -6
Cc1nn(C(C)C(=O)N2CCCC2)c(=O)c2nn(-c3ccccc3)c(C)c12 (stereo not given) | 4 | -8 | -4 | -2 | -8 | 0 | 6 | 0 | 1 | 18 | 2
CCn1c(=NC(=O)c2ccc(S(=O)(=O)N3CCOCC3)cc2)sc2cccc(OC)c21 | 9 | 17 | 60* | 38 | -19 | 26 | x | 37 | -15 | -7 | -11
CCOC1CCCC(n2cnc3c(=S)nc[nH]c32)O1 (stereo not given) | 11 | 5 | -8 | -24 | 1 | 0 | 2 | -3 | -13 | -15 | 9
CN(C)c1cccc(C(=O)N2CCC(n3nccc3NC(=O)C3CCOC3)CC2)c1 (stereo not given) | -12 | -1 | -4 | -21 | 2 | 1 | -8 | 2 | 11 | -10 | 13

Given as comma-separated lines: entries from further up.
Molecule,TRAIL sens C8,COUP-TFII inh,TWEAK Fn14 block,TROY NFkB inh,KKLEB cytotox,LMP1 NFkB inh,Shn3 inh set2,CF NFkB block,NCOA3 inh,LRH-1 inv ag,NCOA1 inh
C/C(=N\Nc1ccc([N+](=O)[O-])cc1)c1ccco1,0,-56,-31,-60,-2,-19,-130,-22,-59,-65,-71
CN(C)c1cccc(C(=O)N2CCC(n3nccc3NC(=O)C3CCOC3)CC2)c1 (stereo not given),-12,-1,-4,-21,2,1,-8,2,11,-10,13
O=C(O)c1sccc1OCc1ccccc1,-10,3,7,-3,-1,-2,51,12,2,14,-44
CCn1c(=NC(=O)c2ccc(S(=O)(=O)N3CCOCC3)cc2)sc2cccc(OC)c21,9,17,60*,38,-19,26,x,37,-15,-7,-11
O=C(NCc1cccnc1)C(=O)NCC(c1ccco1)N1CCN(c2ccccc2)CC1 (stereo not given),7,6,-4,8,6,6,-36,-1,16,-7,-6

The results go on.
SMILES | TRAIL sens C8 | COUP-TFII inh | TWEAK Fn14 block | TROY NFkB inh | KKLEB cytotox | LMP1 NFkB inh | Shn3 inh set2 | CF NFkB block | NCOA3 inh | LRH-1 inv ag | NCOA1 inh
C[C@H](NC(=O)c1[nH]cnc1C(=O)Nc1ccccc1F)c1ccccc1 | 35 | 8 | 23 | -2 | -3 | 7 | 5 | 0 | -2 | -4 | 15
COc1ccc(-n2nc(C(=O)NCC(=O)NCc3ccco3)c3ccccc3c2=O)cc1Cl | 2 | -12 | 20 | 20 | -19 | -21 | -1 | 9 | 9 | 15 | -6
CCOc1ccc(C(=O)C(C)OC(=O)Cn2[nH]c(=O)c3ccccc3c2=O)cc1 (stereo not given) | -15 | -9 | -11 | -2 | 4 | 2 | 0 | 5 | 0 | 12 | -10
O=C(O)CC(c1cccc(C(F)(F)F)c1)N1CCS(=O)(=O)CC1 (stereo not given) | 5 | 16 | -14 | 12 | -6 | 3 | -8 | 7 | 13 | -5 | 11
CC1CCCN(CCCNC(=O)c2cn(C)c3ccc(S(=O)(=O)N(C)C4CCCCC4)cc3c2=O)C1 (stereo not given) | -6 | -7 | 11 | -13 | 19 | 9 | 5 | -53 | 0 | -5 | 12
COc1ccccc1NC(=O)Cn1c(CCC(=O)O)ccc1-c1ccc(C)cc1 | 13 | -7 | 0 | 2 | 14 | 3 | 15 | -11 | 22 | -9 | -9
COc1ccccc1Cc1c(-c2cccc(Cl)c2)nc2ccc(C)cn12 | 23 | -32 | 4 | -29 | -4 | x | 14 | -3 | -46 | -63 | -35
O=C(NC1CCSC1=O)C1CC(=O)N(c2ccc(F)cc2)C1 (stereo not given) | -10 | 14 | 4 | 3 | 8 | -3 | -3 | 10 | 5 | 8 | 6
COC(=O)CCCC1=CC2=CC(=O)C(C)(OC(=O)c3cccs3)C(=O)C2=CN1c1cccc(C#N)c1 (stereo not given) | -4 | x | 9 | -14 | 8 | 1 | -6 | 3 | -33 | -10 | -7
O=C(Nc1nccs1)c1ccc(S(=O)(=O)NCC2CCCCC2)cc1 | 24 | 60* | 48 | 30 | 16 | 11 | 78 | 6 | 28 | 42 | 6
CCN(CC)C(=O)Sc1cccc2cccnc12 | -5 | 9 | -6 | 3 | 17 | -4 | 3 | -3 | 8 | 24 | 9
C=C(C)C(=O)Nc1cccc(C2=NOC3(C2)C[C@@H](C(N)=O)N(C(=O)C(=C)C)C3)c1 (stereo not given in full) | -29 | -13 | 8 | -12 | -3 | 2 | -4 | 26 | -3 | -13 | -2
COc1ccccc1NC(=O)c1cc(N)cc(C(=O)Nc2ccccc2OC)c1 | -8 | 1 | -15 | 3 | -9 | 8 | 7 | 26 | 8 | 7 | 4
CCOc1ccc(Cl)cc1CNc1nnnn1CC | -3 | 3 | -14 | -19 | 7 | 1 | -13 | -2 | 0 | 3 | -7

Some of the compounds tested (hit frequency here may not be typical).
